Screening results from PubChem BioAssay.
TRPM1 prom inh: MITF TRPM1 promoter inhibition in SK-MEL-5 cells; inhibition, % at 12.5 µM; AID 488899; SK-MEL-5 TRPM1 promoter luciferase, 24 h; 0.83% of 330,000 active;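 active = mean inhibition across replicates of 60% or more, whatever share of single replicates reaches that level; inconclusive = some that reach 60%, reason not given; inactive = mean inhibition across replicates below 60%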; note: values of inactives mirror those of a sister screen read the other way
PDI inh: PDI (human) enzyme inhibition | PDI insulin aggregation turbidity, A650, 90 min | inhibition, % at 10 µM | 0.052% of 350,000 active;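 active = mean inhibition across replicates of 30% or more, whatever share of single replicates reach that level; inconclusive = mean inhibition below 30% while every single replicate reaches 30%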;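 note: absorbance from insulin aggregation driven by PDI reduction with DTT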
Target sequence (P07237 whole entry, looked up): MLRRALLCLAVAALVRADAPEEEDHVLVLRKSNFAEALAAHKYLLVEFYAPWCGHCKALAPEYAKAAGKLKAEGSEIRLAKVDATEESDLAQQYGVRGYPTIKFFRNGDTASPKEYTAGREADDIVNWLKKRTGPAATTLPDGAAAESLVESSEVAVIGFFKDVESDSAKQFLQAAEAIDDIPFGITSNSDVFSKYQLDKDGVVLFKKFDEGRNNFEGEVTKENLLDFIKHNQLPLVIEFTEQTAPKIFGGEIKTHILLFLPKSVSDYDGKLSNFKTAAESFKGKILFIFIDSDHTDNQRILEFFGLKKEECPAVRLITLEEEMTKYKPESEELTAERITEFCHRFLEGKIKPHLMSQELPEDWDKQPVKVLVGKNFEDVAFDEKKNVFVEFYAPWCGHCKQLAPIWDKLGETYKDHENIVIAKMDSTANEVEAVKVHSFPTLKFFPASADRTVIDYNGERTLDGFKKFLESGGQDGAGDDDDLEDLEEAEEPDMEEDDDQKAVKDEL
iPSC survival up: enhancers of human iPSC single-cell survival. AID 602274. survival enhancement, % at 20 µM. 0.044% of 360,000 active. hiPSC single-cell survival, ATPlite luminescence; 100% = ROCK inhibitor wells, 0% = DMSO; in the data active = survival enhancement above about 18%;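 note: cells exposed to compounds for 16 hours before the ATP read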
Peg3 promoter: inhibitors of Peg3 promoter. HeLa PEG-Prom luciferase reporter, luminescence, overnight. inhibition, % at 20 µM. 1.7% of 360,000 active. AID 588405;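 active = inhibition of at least 50% at 20 µM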
Vif inh: blocks HIV Vif function; HEK293T cells, Vif self-association by quenched fluorescence, imaging, 24 h; inhibition, % at 7.49 µM; 0.35% of 340,000 active; in the data active = inhibition above about 50%, passing the limit was not always enough; inconclusive = no clear call, values can overlap the other calls; inactive = below about 31%; note: some results filed as inactive read as strong as hits
aDG glyco act: increases alpha dystroglycan glycosylation; Pro5-aDG cells, alpha-DG glycosylation AlphaScreen (IIH6); 0% Pro5, 100% B10-LARGE cell signal; activation, % at 10 µM; 0.22% of 360,000 active;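 active = activation of at least 8% versus controls, or a plate z-score of at least 8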;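 note: Pro5 are CHO cells carrying HIG-tagged alpha-DG that lacks glycosylation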
Exocytosis inh: blocks lytic granule exocytosis; TALL-104 LAMP-1 surface exposure, flow cytometry; cells stimulated with thapsigargin and PMA; inhibition, % at 10 µM; 0.66% of 360,000 active; AID 651702;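 active = inhibition above about 55%, limit read from the data; inconclusive = no clear call, values can overlap the other calls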
NR2E3 ag-1: activates human photoreceptor nuclear receptor NR2E3 | GST-NR2E3/biotin-RetCOR TR-FRET, 1536-well | inhibition of corepressor binding, % at 4.78 µM | AID 2300 | 0.12% of 320,000 active;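 active = percent inhibition above the cutoff of mean plus 3 SD of all tested compounds, set per screening campaign, cut at about 20% in these data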;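 note: 0% = DMSO wells and 100% = biotin wells as full block of FRET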
Target sequence (Q9Y5X4 whole entry, looked up): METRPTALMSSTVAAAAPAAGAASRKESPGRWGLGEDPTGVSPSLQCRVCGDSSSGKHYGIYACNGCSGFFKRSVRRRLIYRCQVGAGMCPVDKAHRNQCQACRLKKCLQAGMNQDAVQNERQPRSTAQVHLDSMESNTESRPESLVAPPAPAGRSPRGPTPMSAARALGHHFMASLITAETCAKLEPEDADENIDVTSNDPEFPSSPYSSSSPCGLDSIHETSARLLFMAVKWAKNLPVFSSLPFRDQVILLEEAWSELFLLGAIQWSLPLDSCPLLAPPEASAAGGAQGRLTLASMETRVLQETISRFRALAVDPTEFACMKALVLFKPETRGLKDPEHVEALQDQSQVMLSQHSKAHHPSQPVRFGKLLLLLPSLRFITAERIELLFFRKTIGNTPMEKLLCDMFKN
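Test system – NR2E3–RetCOR corepressor complex · Quantity – NR2E3 fusion 1.35 nM · Buffer or medium – Tris pH 7.5 · Incubation – Compound–protein incubation for 5 h at 4 °C · Technique – TR-FRET, Eu(K)-anti-GST donor, streptavidin-D2 acceptor, ex 340, em 617/671 nm · Evaluation – percent inhibition of 671/617 nm emission ratio versus biotin and DMSO controls · Plate – 1536-well format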
CaV13 FRET inh: Primary screen for inhibitors of IQ motif and Ca2+-dependent inactivation inhibitor domain binding in CACNA1D, Förster resonance energy transfer in living cells, … | HEK cells, CFP/YFP FRET ICDI-IQ, plate reader, 10 min; percent FRET-ratio fall versus neutral wells | inhibition, % at 12.3 µM | 0.098% of 340,000 active;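 active = mean replicate inhibition of at least 30% and at least 1% of replicates passing that level; inconclusive = only one of the two criteria is met; inactive = neither criterion is met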;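 note: 0% = median of the neutral control wells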
NR2E3 ag-2: human photoreceptor-specific nuclear receptor agonism; CHO-S Gal4-NCOR/VP16-NR2E3 two-hybrid, luciferase; inhibition of corepressor binding, % at 3.98 µM; AID 602229; 0.35% of 360,000 active;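 active = inhibition above the mean of all tested compounds plus 3 SD, cut at about 70% in these data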;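 note: 0% = DMSO with NR2E3 transfected cells and 100% = cells lacking NR2E3 construct; higher means lower luciferase signal from less NR2E3 corepressor binding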
HIF-2a inh: HIF-2a inhibition | 786-0 RCC cells HIF-2a reporter, luciferase luminescence, overnight | 0.72% of 360,000 active | inhibition, % at 18.8 µM | AID 624352;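 active = inhibition of the luminescence signal of 40% or more relative to plate controls, in a single-dose primary screen at 18.75 µM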
* hit, by the source's call; ? = inconclusive; nt = no result given. Compounds as they come; overall some 3.5% were active at least once.

SMILES	TRPM1 prom inh	PDI inh	iPSC survival up	Peg3 promoter	Vif inh	aDG glyco act	Exocytosis inh	NR2E3 ag-1	CaV13 FRET inh	NR2E3 ag-2	HIF-2a inh
CCOC(=O)N1CCN(c2cc(=O)n(-c3ccc(Br)cc3)c(=O)[nH]2)CC1	-2.6	nt	0.5	11.3	nt	-0.2	5.2	3.3	-6.5	-2.4	6.5
Cc1ccc(OCC(=O)Nc2ccccc2N2CCOCC2)c(C)c1	9.2	-2.2	4.8	13.8	-9.8	-0.1	2.2	-3.6	nt	2.0	9.2
O=C(NCc1ccccc1Cl)C1CCN(c2cnccn2)CC1	8.8	4.8	0.6	7.7	0.8	0.3	-3.3	3.1	-0.5	-14.5	18.0
CCCCn1c(=O)[nH]c(=O)c2c1nc(CN1C(=O)c3ccccc3S1(=O)=O)n2CCC	0.8	0.5	-4.6	10.6	26.5	0.0	-4.1	3.7	-5.0	-21.4	1.0
CCNc1nc(Oc2ccc(C(=O)OC)cc2)nc(N2CCOCC2)n1	9.3	-1.3	0.2	-0.1	10.4	0.1	-1.0	0.9	-9.2	-10.4	11.2
COCC(C)n1c(C)cc(C(=O)CSc2nc(C)c(C)c(C)n2)c1C (stereo unspecified)	10.9	-3.9	-0.7	7.4	-0.8	0.8	-0.4	2.5	-8.7	8.4	8.0
CC(=O)c1ccc(OCc2cc(C(=O)N3CCN4CCCC4C3)no2)cc1 (stereo unspecified)	3.7	-5.6	-0.1	-20.2	11.2	0.0	2.8	6.2	-5.8	-15.9	-16.0
O=C(Nc1ccc2c(c1)CCC2)c1cnc(Cl)c(Cl)c1	-53.6	-11.9	-0.4	-324.5	7.2	1.0	-4.7	7.0	2.1	-3.1	-243.4
CNC(=O)c1nnsc1S(=O)c1ccc(Cl)cc1 (stereo unspecified)	?	11.1	-6.2	102.6*	6.5	-0.7	31.5	nt	-6.8	-33.1	-18.3
Cn1c(SCC(=O)N2CCCC2)nc2ccccc21	-8.8	0.8	1.2	-4.0	-3.7	0.5	-1.2	8.4	8.3	5.1	-8.1
COc1ccc(C(OC(=O)c2ccco2)C(=O)NC2CCCCC2)cc1 (stereo unspecified)	-1.9	1.6	-2.6	14.9	-0.8	0.3	-1.3	1.2	-4.4	1.6	-3.3
COc1ccc(Oc2cc(C)c3cccc(C)c3n2)cc1	-16.1	0.7	-3.4	0.5	-1.8	0.7	-7.1	-1.9	nt	3.3	-16.0
CCc1nnc(NC(=O)c2oc3ccc(Br)cc3c2C)s1	-46.5	-11.1	-1.8	-119.5	-4.9	0.1	-4.1	nt	-5.9	-66.8	-213.5
CC(C)CCn1c(SCC(=O)c2ccccc2)nc2c1c(=O)[nH]c(=O)n2C	4.5	-0.4	-1.4	24.9	8.5	0.9	-0.7	2.1	nt	-0.1	16.9
CCOc1ccc(C(=O)Nc2ccc3c(c2)OCCO3)cc1[N+](=O)[O-]	-24.4	2.7	0.3	-71.2	2.4	0.0	-5.5	1.4	-3.4	-5.6	-71.1
COc1cc(OC)nc(NC(=O)NS(=O)(=O)c2ccccc2Cl)n1	-6.5	-5.3	1.3	35.2	-0.6	0.1	-0.2	-0.9	-2.1	-26.1	1.2
Cc1ccc(NC(=O)NC2(C(=O)NCc3ccccc3)CCCCC2)cc1	0.9	1.8	0.7	12.3	-1.4	-0.2	0.2	4.7	nt	-16.5	14.7
Cc1ccc(S(=O)(=O)N(C)C)cc1NC(=O)COC(=O)C1CC1	-7.8	5.3	-0.4	-7.0	-9.4	-0.1	-0.1	5.2	-6.0	-10.0	9.7
Cc1ccc(C(CNC(=O)Nc2ccc(Cl)cc2)N2CCN(C)CC2)cc1 (stereo unspecified)	-22.0	-10.1	-0.4	-30.2	3.7	1.6	5.5	-0.1	-6.9	-15.8	-0.3
NNC(=S)NCc1ccc2c(c1)OCO2	4.4	1.1	2.3	1.4	-4.4	-0.1	-2.6	1.6	-5.2	9.7	11.8
CCOC(=O)CNC(=O)CNC(=O)c1nn(-c2ccc(OC)c(OC)c2)c(=O)c2ccccc12	-2.3	0.6	-0.1	-9.7	-3.9	0.2	-7.5	4.1	-2.4	-33.5	17.5
Cc1cccc(-c2cc(C(=O)NCc3ccccn3)c3ccccc3n2)c1	-3.4	2.9	-2.0	-17.4	-7.7	-0.2	-0.9	-2.2	-2.7	-19.9	-58.3
O=C(c1cc(Cl)nc2ccccc12)N1CCN(Cc2ccc3c(c2)OCO3)CC1	24.3	-2.8	0.7	-2.5	0.1	0.0	-8.9	-0.7	-6.3	-15.6	28.6
COc1cccc(/C=N/Nc2nc3ccccc3[nH]2)c1OC	-91.1	0.3	-0.7	-316.2	1.5	-0.1	3.2	-1.8	-19.6	-114.2	-292.1
O=[N+]([O-])c1cc(-c2ccc(/C=N/c3nc4ccccn4c3-c3ccco3)o2)ccc1Cl	-38.7	-11.4	-6.1	-64.6	10.7	0.1	-0.8	2.6	-5.3	-14.2	-97.8
COc1ccc(C(NC(C)=O)c2nccc3cc(OC)c(OC)cc23)cc1OC (stereo unspecified)	-1.9	5.3	1.0	20.6	2.1	-0.2	-0.2	nt	-11.1	-15.6	13.8
O=C(CCN(NC(=O)c1ccccc1)C1=NS(=O)(=O)c2ccccc21)NC1CCCCC1	14.2	-0.3	-0.9	2.9	-2.7	0.1	-2.8	1.9	-4.3	-35.6	10.0
O=C(O)CN1C(=O)CNC1=O	1.2	-5.0	-0.7	10.8	-2.8	0.0	-0.4	7.5	-3.7	-7.6	13.8
CC(=O)Nc1ccc(CNc2nc(NCCN(C)C)nc3cc(-c4ccccc4)sc23)cc1	nt	-1.4	-4.4	97.3*	-16.0	1.8	-0.4	nt	-6.6	-59.0	-22.2
CCC(C(=O)NCc1ccco1)n1nc(C)c2c(C)n(-c3ccccc3)nc2c1=O (stereo unspecified)	9.7	-3.9	-0.4	6.5	-2.1	0.7	-4.6	-1.3	-3.4	-3.5	15.8
O=C1C(=O)N(CCS(=O)(=O)c2ccccc2)c2ccccc21	7.4	8.1	0.0	-3.5	14.0	2.2	0.6	0.6	-14.3	-28.5	-3.7
CC1CC(C)CN(S(=O)(=O)c2ccc(C(=O)N3CCCC3)cc2)C1 (stereo unspecified)	-1.9	-3.8	-0.3	8.2	-2.1	0.3	1.1	-0.8	-3.0	2.5	15.2
COc1ccc(Cn2ccnc2SCC(=O)Nc2cccc(NC(C)=O)c2)cc1	1.3	-2.8	0.3	12.3	-5.9	-0.2	-3.4	0.3	1.3	-12.8	18.4
CCCCN(Cc1ccccc1)S(=O)(=O)c1ccc2[nH]c(=O)oc2c1	-0.4	0.5	-1.4	-2.4	-17.6	0.5	-8.0	1.4	-5.6	-23.1	7.9
CC(=O)c1cc2c(cc1N/C(=N/S(=O)(=O)c1ccc(Br)cc1)c1ccccc1)OCO2	13.9	-10.0	-1.1	11.0	7.2	0.0	-2.7	2.4	3.9	9.6	-3.6
COCCN=C(NS(=O)(=O)c1cccs1)c1ccccc1Cl	0.3	4.5	0.0	1.4	-2.1	0.0	-0.5	nt	-5.4	9.8	15.0
CC(C)(C)NC(=O)CSc1nc2ccccc2n1-c1ccccc1	8.3	-11.8	1.6	24.0	2.3	-0.1	0.5	-4.8	nt	10.9	5.5
Nc1ccc(S(=O)(=O)NNC(=O)C(=O)NNc2ccccc2)cc1	-5.4	-1.6	0.3	-9.5	-2.7	0.2	-1.5	7.2	-2.7	61.0	18.7
O=C(COC(=O)CSc1nnc(-c2ccc(Cl)cc2)o1)Nc1cc(Cl)cc(Cl)c1	-3.6	-2.1	1.5	-10.1	-2.0	-0.3	1.3	3.5	-3.4	-14.5	27.8
Cc1ccc(SCC2=NN(c3nc(C)cc(C)n3)C(=O)C2)cc1	-0.1	9.4	-0.9	6.0	1.0	-0.1	-0.5	-0.5	-6.0	-3.4	17.4
c1ccc(-c2csc(Cc3nnc4n3CCCCC4)n2)cc1	-23.7	-9.0	-0.7	-8.2	-3.2	1.0	-2.0	-0.8	-8.0	1.2	-21.9
Cc1ccc(OCC(=O)NNC(=S)NC(=O)C(C)(C)C)c(Br)c1	2.1	3.6	0.2	20.8	-12.5	0.4	2.7	-0.9	-4.6	9.3	-29.9
CSc1ccc(-c2nc3cnccn3c2Nc2ccc3c(c2)OCO3)cc1	7.7	-10.3	4.3	26.1	-5.9	0.4	8.4	0.5	nt	-20.1	0.1
CC(=O)N(C)c1cccc([N+](=O)[O-])c1	1.9	-1.4	-6.1	-6.3	nt	-0.3	-2.0	-0.7	-5.0	9.5	11.4
COc1cccc(C(=O)N2CCC2(C)C(=O)O)c1 (stereo unspecified)	nt	8.6	-1.4	-11.5	9.1	0.1	-5.3	nt	-10.3	7.3	8.2
CCN(c1ccccc1)S(=O)(=O)c1nnc(NC(=O)C(C)(C)C)s1	-25.1	8.5	-1.0	13.9	-7.1	0.0	-34.1	-0.9	-17.3	1.3	4.2
COc1ccc(OC)c(S(=O)(=O)N2CCN(c3ccccc3)CC2)c1	-3.5	-12.2	0.7	17.3	4.1	0.0	-0.1	1.9	-20.8	20.3	9.1
Cc1ccc(S(=O)(=O)Nc2cc(=O)[nH]c(SCC(=O)Nc3cccc(C)c3)n2)cc1	-4.7	-0.1	-0.7	4.4	-5.7	0.0	2.8	2.0	-6.5	-16.5	19.4
COCCOC(=O)c1c(NC(=O)COC(=O)c2ccc(C)o2)sc(C(N)=O)c1C	3.2	0.9	0.1	9.2	7.4	-0.4	-2.6	3.8	-5.9	-18.1	16.8
COC(=O)c1ccc(NC(=O)c2cccnc2)cc1	0.6	-4.3	-0.7	-22.4	-0.6	0.3	-4.5	1.3	-10.1	5.6	-31.3
Cc1[nH][nH]c(=O)c1C(c1cc2c(cc1Br)OCO2)c1c(C)[nH][nH]c1=O	6.7	5.0	4.2	-0.6	-2.9	-0.2	3.6	-0.9	-6.2	-18.5	15.8
COc1ccc(CN2CCN(c3ncccn3)CC2)c(OC)c1	1.1	0.2	-0.4	-0.9	3.6	0.5	-0.6	3.1	-3.4	-4.0	-1.4
CCOC(=O)C1C(=O)CC(C)(O)C(C(=O)OCC)C1c1ccc(Br)cc1 (stereo unspecified)	10.7	-8.9	-2.5	1.0	-1.7	0.1	-0.4	0.3	nt	-22.3	8.1
COc1ccccc1NC(=S)NC(=O)c1c(-c2ccccc2Cl)noc1C	-14.1	-2.7	-1.4	8.4	36.8	-0.2	-0.4	-0.8	-5.0	0.6	9.5
